Assay outcomes as filed in PubChem.
Platelet DG rel: inhibitors of platelet dense granule secretion, primary screen, cell-based, MLPCN, human platelets; AID 1663, 2009; human platelet-rich plasma, SFLLRN dense granule ATP release, luminescence; inhibition, %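 (compounds screened at 7.5 µM in platelet-rich plasma)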; 300,000 compounds, 0.22% hits;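 active means mean replicate score, as percent of positive control, at or above 50; inconclusive means mean below 50 but at least one replicate at or above 50; inactive means mean and every replicate below 50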
PolyA inh: polyadenylation inhibitors in yeast reporter cells, primary screen, luminescence, S. cerevisiae. S. cerevisiae SKY197-pL101 polyadenylation reporter, beta-gal luminescence; efflux-impaired pdr1/pdr3 knockout yeast; score 100 = 6 SD above DMSO. calls only at 12 µM. 300,000 compounds, 0.02% hits;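 active means lowest replicate activity score at least 50, where 100 means six control SD above control mean; inconclusive means lowest score under 50 but half or more replicates reach 50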;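 further: yeast exposed to compound for 9 h at 30 °C; higher score means more reporter readthrough which indicates perturbed polyadenylation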
AI-2 QS mod: Vibrio harveyi AI-2 quorum sensing modulators, primary screen, JMH597 strain, luminescence/OD600 ratio; Vibrio harveyi JMH597 AI-2 luminescence/OD600 ratio, 9 h; active compounds read low; strain lacks LuxN and CqsS sensors; 0 = neutral-control median; activity change, % at 7.5 µM; 300,000 compounds, 0.4% hits; AID 2094, 2009; in the data active means activity change below about -75%, passing the limit was not always enough; inconclusive means no clear call, values can overlap the other calls;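 further: luminescence divided by OD600 gain over 9 h not by final OD600 alone; inactives centre near 13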
Dyrk1A ADPGlo: rat Dyrk1A kinase inhibitors, primary screen, biochemical, single point, plate reader | Dual specificity tyrosine-phosphorylation-regulated kinase 1A (Rattus norvegicus), Q63470 | ADP-Glo luminescence, NFATc1 peptide | inhibition, % at 12.5 µM | 310,000 compounds, 0.43% hits | AID 504441, 2011; in the data active means inhibition above about 50%;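 further: plate controls were vehicle with enzyme for no effect and no enzyme for full effect; many of its hits are not listed in these tables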
HSF-1 act: HSF-1 activators, primary screen, NIH3T3-HGL cells, MG132 stress, luminescence, single point; 300,000 compounds, 1.7% hits; activation, % at 9 µM; NIH3T3-HGL HSF-1 luciferase reporter, 8 h; 100% = twice DMSO control signal;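 active means mean replicate activation of at least 50% with a set share of replicates each reaching 50%; inconclusive means only one of those two conditions met; inactive means mean below 50% and too few replicates reaching it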;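 further: 0% = median of the neutral control wells and 100% = twice that signal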
HSP90 refold inh: HSP90 inhibitors, primary screen, cell lysate, luminescence. Heat shock protein HSP 90 (rabbit reticulocyte lysate; luciferase refolding). inhibition, % at 5.6 µM. 290,000 compounds, 0.91% hits. Rabbit reticulocyte lysate, luciferase refolding luminescence, 3 h;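 active means inhibition above the screen-wide mean plus 3 SD, computed separately per campaign, cut at about 16% in these data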;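 further: 0% = DMSO wells and 100% = 60 µM geldanamycin wells; inhibitors lower the luminescence because luciferase stays unfolded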
HDAC3 inhib: HDAC3 deacetylase inhibitors, primary screen, biochemical, fluorescence, cell-free homogeneous. recombinant HDAC3, fluorogenic peptide/trypsin coupled. inhibition, % at 8.3 µM. 320,000 compounds, 0.15% hits; in the data active means inhibition above about 26%, passing the limit was not always enough; inconclusive means no clear call, values can overlap the other calls
Target sequence (O15379 whole entry, looked up): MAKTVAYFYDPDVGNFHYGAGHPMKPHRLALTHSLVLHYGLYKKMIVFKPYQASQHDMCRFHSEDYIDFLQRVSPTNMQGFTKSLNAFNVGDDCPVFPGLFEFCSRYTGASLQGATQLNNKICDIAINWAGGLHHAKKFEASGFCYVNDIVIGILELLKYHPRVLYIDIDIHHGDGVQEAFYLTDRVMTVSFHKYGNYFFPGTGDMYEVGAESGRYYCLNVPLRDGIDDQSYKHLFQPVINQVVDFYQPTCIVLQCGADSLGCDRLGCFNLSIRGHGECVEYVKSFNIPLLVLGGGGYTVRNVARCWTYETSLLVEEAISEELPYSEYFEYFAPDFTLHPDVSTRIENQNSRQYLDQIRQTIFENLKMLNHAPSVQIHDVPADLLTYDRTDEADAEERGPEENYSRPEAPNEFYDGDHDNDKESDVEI
HSF1 inhib: HSF1 inhibitors in luciferase reporter cells, primary screen, cell-based, NIH3T3, luminescence. activity change, negative = inhibition, % at 7.5 µM (by protocol). AID 2098, 2009. 300,000 compounds, 0.77% hits. NIH3T3-HGL HSE-luciferase, MG132-induced, luminescence 8 h; active compounds read low;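 active means more than half of replicate wells show activity change below -50%, luminescence cut by over half; inconclusive means some wells, but at most half, below -50%; inactive means no replicate well below -50%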;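 further: luciferase reports HSF-1 transcriptional activity via heat shock element; 0% = median of DMSO wells and -100% = zero luminescence signal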
GSK3 alpha inh: blockers of GSK3A enzyme activity – biochemical, luminescence, cell-free homogeneous, HTS, primary screen | AID 2650, 2010 | 320,000 compounds, 0.1% hits | inhibition, % at 10 µM | GSK-3 alpha kinase, ADP-Glo luminescence, 60 min | Glycogen synthase kinase-3 alpha (Homo sapiens), P49840;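 in the data active means inhibition above about 50%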;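 further: GST-tagged GSK-3 alpha with peptide substrate and 25 µM ATP; 0% = DMSO neutral wells and 100% = GW8510 positive control wells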
GSK3beta inhib: human GSK3beta kinase inhibitors, primary screen, biochemical, cell-free homogeneous, HTS | activity score (negative = inhibition), % at 10 µM | GST-GSK3beta kinase, ADP-Glo luminescence, 60 min; active compounds read low | 300,000 compounds, 0.038% hits | Glycogen synthase kinase-3 beta (Homo sapiens), P49841;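 active means more than half of replicate wells score below -50%, meaning over 50% inhibition versus plate controls; inconclusive means some replicates but at most half score below -50%; inactive means no replicate scores below -50%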;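 further: 0% = median DMSO wells and -100% = median GW8510 positive control wells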
Target sequence (P49841 whole entry, looked up): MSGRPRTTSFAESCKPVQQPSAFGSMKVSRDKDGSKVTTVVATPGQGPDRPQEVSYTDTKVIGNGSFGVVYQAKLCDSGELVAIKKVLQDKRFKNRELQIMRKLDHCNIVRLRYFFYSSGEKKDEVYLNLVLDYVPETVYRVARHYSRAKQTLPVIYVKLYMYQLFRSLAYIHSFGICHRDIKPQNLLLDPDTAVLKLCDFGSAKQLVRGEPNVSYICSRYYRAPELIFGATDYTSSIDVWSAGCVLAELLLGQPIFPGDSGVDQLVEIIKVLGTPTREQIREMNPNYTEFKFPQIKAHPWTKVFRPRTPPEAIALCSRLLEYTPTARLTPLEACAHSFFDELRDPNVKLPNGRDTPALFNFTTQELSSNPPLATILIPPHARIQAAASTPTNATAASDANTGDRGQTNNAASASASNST
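Test system: GST-tagged human GSK3beta kinase, cell-free; evaluation: activity score scaled between in-plate DMSO and GW8510 controls; measured by: ADP-Glo luminescence; incubation: 60 min reaction, RT; benchmarks: DMSO and 20 µM GW8510; reagent: peptide substrate plus 25 µM ATP (final); medium: Tris/MgCl2 kinase buffer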
The depositor's hits bear a star; i = inactive; ? = inconclusive; · = no result given. This is a subset, so the mix of outcomes need not match the whole.

SMILES	Platelet DG rel	PolyA inh	AI-2 QS mod	Dyrk1A ADPGlo	HSF-1 act	HSP90 refold inh	HDAC3 inhib	HSF1 inhib	GSK3 alpha inh	GSK3beta inhib
CCOc1ccc(NC(=O)C(=O)NCCN2CCN(S(=O)(=O)c3ccc(C)cc3)CC2)cc1	2	i	-7	-4	-4	-2	-3	-12	-4	-1
CCOC(=O)c1c(/N=C/c2cc(OC)cc([N+](=O)[O-])c2O)sc(C)c1C	-3	i	15	4	5	1	7	7	-1	0
Oc1ccccc1C(=S)N1CCCCC1	-1	i	-4	2	3	3	-2	-5	·	4
OCCN1CCOCCOc2ccccc2OCCOCC1	0	i	5	·	-4	-2	2	-3	-2	-2
COc1ccc(NC(=O)c2cc(-c3ccncc3)nc3ccc(Br)cc23)cc1OC	0	i	1	-5	-17	3	-2	-7	2	1
Cc1ccc(N/N=C/c2ccncc2)cc1	1	i	-1	10	26	11	10	8	-1	-2
Cc1nc(S(=O)(=O)c2ccc(Cl)cc2)c(N(C)C)o1	2	i	1	0	2	3	2	-1	-2	1
CC(C)CCN(C(=S)NC(=O)C1CCCCC1)c1c(N)n(Cc2ccccc2)c(=O)[nH]c1=O	-7	i	13	-4	2	4	3	5	-2	0
Cc1ccn2c(=O)nc(SCC(=O)NCCc3ccccc3)nc2c1	-4	i	33	3	-18	·	5	-10	-2	-1
CCOc1ccc(NS(=O)(=O)c2ccc3c(c2)oc(=O)n3C)cc1	-2	i	38	4	-12	-1	-3	-5	-2	2
C=CCOc1ccc(CNc2nn[nH]n2)cc1	-1	i	32	-11	-8	-1	3	-6	-1	-3
COc1ccc(C(=O)CC(=O)C(=O)Nc2cccc([N+](=O)[O-])c2C)cc1	-4	i	11	-2	58*	-4	-2	19	-1	-1
O=C(NCCNC(=O)c1ccccc1)c1ccccc1	0	i	7	0	-4	3	-4	2	1	0
Cc1cccn2cc(CNC(=O)CC3CCCC3)nc12	1	i	20	-5	-9	0	0	3	-1	2
NC(=O)N=Nc1c(O)n(Cc2ccccc2)c2ccc(Br)cc12	6	i	-5	1	-1	2	-2	0	0	1
CCC(C)[C@H](NC(=O)NCc1cccs1)C(=O)OC (stereo not given in full)	-7	i	15	2	-12	4	3	-8	-3	2
COc1ccc(C(=O)COC(=O)CN2C(=O)C3C4CCC(C4)C3C2=O)cc1 (stereo not given)	-8	i	26	-13	4	0	3	4	3	-2
O=C(O)CCC(=O)N1c2ccccc2NC2=C(C(=O)CC(c3ccc(F)cc3)C2)C1c1ccc([N+](=O)[O-])o1 (stereo not given)	6	i	15	1	11	3	8	3	-4	1
Cc1noc(NS(=O)(=O)c2ccc(N/C=C/C(=O)c3ccccc3)cc2)c1C	-7	i	14	38	-20	7	5	-13	-6	3
O=C(Nc1ccc(S(=O)(=O)N2CCCC2)cc1)c1ccc(CN2CCOCC2)cc1	1	i	35	6	4	-1	6	-6	-1	0
CCOC(=O)C1=C(C)N(CC)C(=S)NC1c1ccc(Cl)cc1 (stereo not given)	-18	i	19	·	2	0	0	0	4	-3
COc1cc(/C=N/n2cnnc2)ccc1OCc1ccccc1	-8	i	9	-2	-9	0	6	-3	-2	-2
CCN(CC)CCNC(=O)CCCNC(=O)Cn1cnc2sc(C)c(C)c2c1=O	2	i	7	8	-5	0	5	0	0	0
Cc1ncoc1C(=O)NC1CC(C)(C)Cc2c1cnn2-c1ccc(F)cc1 (stereo not given)	23	i	2	3	12	1	1	0	3	5
Cn1nnc2ccccc2c1=O	1	i	-1	1	7	0	2	-6	0	-2
COc1ccccc1NC(=O)c1sc2ncn(Cc3ccccc3C)c(=O)c2c1C	-2	i	25	-1	-13	2	1	-5	-1	0
COC(=O)c1c(NC(=O)C(=O)N2CCOCC2)sc2c1CCCC2	-3	i	-2	·	-15	1	3	5	-1	1
O=C(/C=C/c1cccc(Cl)c1)NCCc1ccccc1	-9	i	-25	2	31	1	1	19	-2	0
O=C(O)Cc1ccc(O)c(F)c1	-9	i	22	2	-9	1	-4	-4	-2	-2
Cc1c(C(=O)OC(C)C)sc(N)c1C(=O)OC(C)C	-18	i	3	2	17	-6	18	7	-1	-1
CC(=O)Nc1nc(C)c(Oc2ccc(Cl)cc2)c(=O)[nH]1	-2	i	27	-4	9	6	-2	0	-1	1
COc1ccc(N2CC(C(=O)Nc3nnc(SCc4ccccn4)s3)CC2=O)cc1 (stereo not given)	-18	i	20	2	4	3	2	0	-1	0
Cc1ccc(S(=O)(=O)N2CCN(CC(=O)N/N=C/c3ccco3)CC2)cc1	-8	i	38	-4	-11	-4	-1	1	8	-29
O=C(CSCc1ccccc1)NCCCN1CCOCC1	0	i	19	-1	-4	-2	2	-18	0	0
COc1ccc(OC)c(NC(=O)CSc2nnnn2-c2ccccc2F)c1	-2	i	26	6	4	-1	-11	4	5	0
CCN=C1S/C(=C\c2ccc(Sc3ccc(Cl)cc3)o2)C(=O)N1CC	-4	i	-5	8	2	4	-5	-6	·	-3
C/C(=N/OC(=O)c1cccc(Cl)c1)c1nccs1	0	i	6	8	15	3	14	0	2	0
C=CCNC(=O)c1onc(CSc2ccccn2)c1C(=O)NCC=C	2	i	-6	2	-14	·	1	-5	-4	0
O=S(=O)(Nc1nc2ccccc2nc1Nc1ccc2c(c1)OCCO2)c1cccs1	0	i	-11	6	-1	6	4	-5	-3	0
N=c1c2c(ncn1CCCO)Oc1cc(O)ccc1C2c1ccccc1 (stereo not given)	1	i	36	-4	-10	1	1	-1	1	-1
Cc1cc(C)nc(N2CCC(C(=O)NCc3cccs3)CC2)n1	6	i	25	3	-8	-2	-1	5	1	0
COc1cccc(N(C(=O)CNC(=O)c2ccco2)C(C(=O)NC2CCCC2)c2cccnc2)c1 (stereo not given)	-2	i	19	1	-8	-2	5	-3	-2	2
O=C1CN(c2nnnn2-c2ccccc2)CCN1	·	·	·	-5	·	-2	5	·	-1	·
O=S(=O)([N-]c1nc2ccccc2nc1-n1cc[n+](Cc2ccccc2)c1)c1ccc(Br)cc1	0	i	33	·	2	7	3	-12	11	-2
COc1ccc(NC(=O)CC23CC4CC(C2)CC(n2nnc(C)n2)(C4)C3)cc1	-2	i	24	1	-8	-1	4	1	-2	0
Cc1cc(N)n(-c2nc3ccccc3s2)n1	21	i	-4	-6	-25	1	0	?	0	-1
Cc1ccc2c(c1)/C(=C/c1ccccc1C)C(=O)N2	-10	·	31	5	-2	4	15	3	-1	0
O=C1CC(Sc2cccs2)C(=O)N1c1ccccc1 (stereo not given)	0	i	33	11	-3	1	1	-6	-1	-2
COc1ccc(-c2nnc(SCC(=O)NC(C)C)n2CC2CCCO2)cc1OC (stereo not given)	-4	i	21	-1	-4	4	1	-1	-1	-1
CC(CO)N1CCS(=O)(=O)CC1 (stereo not given)	·	i	5	-20	-14	-2	-4	-7	-4	3
Cc1nn(CCCC(=O)NCCc2ccccc2)c(=O)c2nccn12	8	i	23	2	7	-2	-2	3	3	5
O=C(CC1NCCNC1=O)Nc1cccc([N+](=O)[O-])c1 (stereo not given)	4	i	23	-2	-15	3	-6	4	-4	0
CCC(CC)C(=O)Nc1cccc(C(=O)Nc2ccc3c(c2)OCO3)c1	-10	i	3	0	19	1	-1	19	-1	-2
CC1(C)CC(=O)C(C=Nc2ccc(O)cc2)=C(O)C1	-1	i	23	-6	5	-1	3	9	3	-5
CC(=O)Nc1cc(C)nn1-c1nc(C)cc(C)n1	4	i	16	-6	13	-4	5	4	2	0
CC(NCC(=O)Nc1cc(S(=O)(=O)N2CCCCCC2)ccc1Cl)c1ccccc1 (stereo not given)	10	i	26	-2	-9	3	?	7	-3	2
Cc1nc(C(=O)N2CCCC(C(=O)c3cccc(OC(C)C)c3)C2)cs1 (stereo not given)	-5	i	13	7	-3	-3	0	0	·	2
CN(Cc1ccccc1)S(=O)(=O)c1ccc(C(=O)Nc2nnc(C3CC3)o2)cc1	·	i	19	2	-37	1	10	-37	0	0
O=C(N1CCOCC1)C(F)(F)C(=O)N1CCOCC1	-2	i	5	-8	-8	-3	-7	-10	1	0
CCOC(=O)c1sc2nc(CSc3ccccc3)nc(N3CCC(C(N)=O)CC3)c2c1C	-5	i	20	-5	39	0	2	11	0	0
(next part)
SMILES	Platelet DG rel	PolyA inh	AI-2 QS mod	Dyrk1A ADPGlo	HSF-1 act	HSP90 refold inh	HDAC3 inhib	HSF1 inhib	GSK3 alpha inh	GSK3beta inhib
Cc1ccc(C)c(NC(=O)CN(C)C(=O)c2ccc(-n3cncn3)c([N+](=O)[O-])c2)c1	-5	i	18	-3	-2	·	1	-1	-1	0
O=C1CCCC/C1=N\Nc1ccc(C2CCCCC2)cc1	6	i	-28	·	-59	2	1	-56*	-1	0
N#CC(c1ccccc1O)N1N=C(c2ccccc2)CC1c1ccccc1 (stereo not given)	-2	i	5	7	40	2	7	17	-2	2
Cc1cccc(C(=O)NC(NCCc2ccccc2)C(Cl)(Cl)Cl)c1 (stereo not given)	3	i	7	-8	3	4	-5	-1	0	0
COc1ccc(Cl)cc1/C=C(\C#N)C(N)=O	16	i	13	6	-17	0	-2	-9	0	1
CC(=O)Nc1ccc(S(=O)(=O)Nc2nccc(C3Cc4ccccc4C(=O)O3)n2)cc1 (stereo not given)	-2	i	24	-3	17	-1	0	-1	-1	-1
Cc1ccc(NC(=O)c2c(-c3ccccc3Cl)noc2C)nc1	7	i	17	-6	24	-3	4	-2	-2	4
CCC(C)NC(=O)C1CCN(S(=O)(=O)c2ccc(OC)cc2)CC1 (stereo not given)	2	i	13	0	-19	3	-5	-12	-3	4
c1ccc(OCCCN2CCCC2)cc1	5	i	19	7	-8	3	-1	2	1	-4
CN(C)c1cccc(-c2nnc(SCCCC#N)o2)c1	-1	i	8	19	14	12	-3	15	2	-4
